Screens (PubChem BioAssay)
CHT inh: inhibitors of human choline transporter CHT | High affinity choline transporter 1 (Homo sapiens), Q9GZV3 | hit rate 0.86% among 310,000 | AID 488975, 2010 | B-score at 10 µM | CHT-expressing cells, membrane potential dye, choline response; hits give low values;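 active = B-score over 3 SD under the library average, and starting fluorescence ratio not unusually high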;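 note: choline stimulus applied at its EC90 after an EC20 pre-addition; B-score computed on integrated fluorescence ratio after choline addition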
Target sequence (Q9GZV3 whole entry, looked up): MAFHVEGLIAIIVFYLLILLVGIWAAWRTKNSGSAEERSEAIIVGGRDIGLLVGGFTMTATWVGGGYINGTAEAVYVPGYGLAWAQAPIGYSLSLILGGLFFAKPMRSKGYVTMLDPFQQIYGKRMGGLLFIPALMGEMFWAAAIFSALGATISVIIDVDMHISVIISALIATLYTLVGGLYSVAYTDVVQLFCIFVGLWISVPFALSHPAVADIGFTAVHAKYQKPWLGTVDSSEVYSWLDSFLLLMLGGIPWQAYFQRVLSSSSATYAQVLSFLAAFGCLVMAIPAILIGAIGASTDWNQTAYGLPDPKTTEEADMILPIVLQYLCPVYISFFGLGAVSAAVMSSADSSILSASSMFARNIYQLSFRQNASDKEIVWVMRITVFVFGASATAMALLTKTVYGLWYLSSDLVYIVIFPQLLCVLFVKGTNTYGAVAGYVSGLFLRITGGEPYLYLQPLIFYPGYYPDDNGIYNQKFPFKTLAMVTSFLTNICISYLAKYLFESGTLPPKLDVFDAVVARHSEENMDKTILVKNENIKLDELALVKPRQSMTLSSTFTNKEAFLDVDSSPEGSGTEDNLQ
Kir21 block: inhibitors of mouse Kir2.1 inward-rectifier potassium channel. hit rate 0.85% among 310,000. AID 1672, 2009. Inward rectifier potassium channel 2 (Mus musculus), P35561. HEK293-Kir2.1, FluxOR thallium flux fluorescence; hits give low values. B-score at 10 µM;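 active = fluorescence ratio B-score at or below minus 3 SD of library scores, with starting-brightness B-score within 2 SD, cut at about -4.2 in these data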;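 note: channel flux triggered by added potassium and thallium sulfate stimulus; B-score of peak minus minimum fluorescence over baseline after thallium stimulus; more negative B-score means stronger Kir2.1 block with less thallium influx; some compounds called inactive have numbers as strong as hits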
Target sequence (P35561 whole entry, looked up): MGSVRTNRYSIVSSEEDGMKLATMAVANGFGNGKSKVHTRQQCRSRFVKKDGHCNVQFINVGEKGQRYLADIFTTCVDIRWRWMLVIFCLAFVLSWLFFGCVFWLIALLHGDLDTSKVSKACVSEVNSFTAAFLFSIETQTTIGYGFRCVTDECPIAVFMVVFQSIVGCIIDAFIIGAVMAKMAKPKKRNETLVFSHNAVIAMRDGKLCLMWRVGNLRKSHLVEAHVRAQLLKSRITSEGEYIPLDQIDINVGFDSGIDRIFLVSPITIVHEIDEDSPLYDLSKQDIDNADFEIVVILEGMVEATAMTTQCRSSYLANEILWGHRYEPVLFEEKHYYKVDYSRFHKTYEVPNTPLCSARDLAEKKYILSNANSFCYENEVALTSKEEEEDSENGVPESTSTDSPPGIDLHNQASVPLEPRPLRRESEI
KCNQ2 block: KCNQ2 potassium channel inhibitors, primary screen, cell-based, CHO-K1, FluxOR thallium flux, B-score (AID 2156). Potassium voltage-gated channel subfamily KQT member 2 (Rattus norvegicus), O88943. 20 min; hits give low values. B-score at 10 µM. hit rate 1.1% among 310,000;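 active = fluorescence ratio B-score at most minus 3 library SDs, with starting brightness B-score within 2 library SDs, cut at about -5.5 in these data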
The depositor's hits bear a star; i = inactive; ! = not confirmed by another sample. Hits appear at their usual frequency; any-hit rate near 2.6%.

CHT inh	Kir21 block	KCNQ2 block	mol
i	-4.78*	i	CCn1cc(SCC(=O)NC2CCCC2)c2ccccc21
i	-1.71	i	Cc1cc(C)n2c(SCCO)nnc2n1
i	0.57	i	CC1CCCCC1NC(=O)c1cccc(NC2=NC3CS(=O)(=O)CC3S2)c1 (stereo not given)
i	0.23	i	COc1ccc(C(=O)NCC2OCCc3ccccc32)c(O)c1 (stereo not given)
i	-1.95	i	C=C(C)CCC(C)N1CCC(n2nccc2NC(=O)CCCc2ccccc2)CC1 (stereo not given)
i	-0.22	i	O=C(N/N=C/c1nn(-c2ccccc2)cc1-c1ccc(Cl)cc1)c1ccncc1
i	0.7	i	Cc1ccccc1NC(=O)CNC(=O)c1ccc(C(F)(F)F)cc1
i	1.4	i	O=C(CSc1nnc(-c2cc(-c3cccs3)nc3ccccc23)o1)NC1CCCCC1
i	-1.47	i	CC1=C(C(=O)Nc2ccc(C)cc2C)C(c2cccs2)NC(=S)N1 (stereo not given)
i	-0.87	i	C=CCn1c(=O)/c(=C/c2ccc(Cl)cc2)s/c1=C(/C#N)c1nnc2n1CCCCC2
i	0.07	i	COC(C[C@@H]1O[C@@H]1C(=O)[C@@H](C)OCc1ccccc1)OC
i	-1.41	i	O=C(Nc1ccc(Cl)cn1)c1ccc(COc2ccccc2Br)o1
i	-0.74	i	Cc1cnc(C(=O)OCC(=O)C23CC4CC(CC(C4)C2)C3)cn1
i	-1.13	i	CCCCCCCNc1nc(Cl)nc(NCCO)n1
i	-1.02	i	CCn1nnc(NC(=O)C(C)(c2ccccc2)c2ccccc2)n1
i	0.28	i	O=C(Cn1nc2sc3ccccc3n2c(=O)c1=O)c1ccc(Cl)cc1
i	0.42	i	CSc1nc2cc(C)nn2c(-c2ccc(C(C)(C)C)cc2)c1C#N
-6.55*	-6.27*	i	O=C(CSCc1cnn(-c2ccccc2)c1-n1cccc1)NCc1cccs1
i	-0.37	i	COc1cc(/C=N/NC(=O)CCc2n[nH]c(=O)[nH]c2=O)cc(OC)c1OC
i	0.49	i	O=C(Nc1cnn(Cc2ccc(F)cc2)c1)c1noc2c1CCCC2
i	-2.12	i	S=C1NCN(Cc2cccnc2)CN1c1cccc2ccccc12
i	-0.37	i	COCCCNC(=O)CCn1c(=O)c2ccccc2n(CC(=O)Nc2ccc(C)cc2C)c1=O
i	-0.56	i	CCCC1=C(C(=O)OCC)C(c2ccc(O)cc2)n2ncnc2N1 (stereo not given)
i	-0.18	i	CC(=O)c1ccc(NC(=O)CCNS(=O)(=O)c2ccccc2F)cc1
i	0.25	i	COc1ccc([N+](=O)[O-])cc1NC(=O)C(C)OC(=O)C1CC(=O)N(Cc2ccco2)C1 (stereo not given)
i	2.76	i	O=C(O)CCC(=O)Nc1ccc2c(c1)oc1ccccc12
i	-0.06	i	CC1(Cc2cn(CCC#N)c3ccccc23)OCCO1
i	0.78	i	COc1ccc(C2=NO[C@@H]3C(=O)N(Cc4ccccc4)C(=O)[C@H]23)cc1OC
i	3.21	i	CCn1cc(/C=C/C(=O)Nc2c(C)nn(Cc3ccccc3C)c2C)cn1
i	-1.16	i	CC1CC(C)CN(CC(=O)Nc2ccc(S(N)(=O)=O)cc2)C1 (stereo not given)
i	-1.01	i	CCc1sc(NC(=O)CCC(=O)O)nc1-c1cc2ccccc2oc1=O
i	1.18	i	Cc1ccc(S(=O)(=O)N2CCOCC2)cc1NC(=O)COC(=O)Cn1c(C)csc1=O
i	1.21	i	Cc1c(C(=O)O)sc2nc(-c3cccs3)cc(C(F)(F)F)c12
-10.2*	2.21	i	Cc1ccc[n+](CC(=O)c2ccc(Br)cc2)c1
i	-0.14	i	CCc1ccc(-c2csc3ncn(CC(=O)N4CCOCC4)c(=O)c23)cc1
i	-0.32	i	Cc1ccc(C(=O)N(CC(=O)NC2CCCC2)c2ccc3c(c2)OCCO3)s1
i	0.5	i	Cc1cc(NS(=O)(=O)c2ccc(NC(=O)C(C)N3C(=O)c4ccccc4C3=O)cc2)nc(C)n1 (stereo not given)
i	-0.92	i	COc1ccc(/C=N/NC(=O)c2ccc(CN3c4cccc5cccc(c45)S3(=O)=O)cc2)cc1
i	-0.7	i	O=C(CSc1nnnn1-c1ccc(F)cc1)c1ccc(O)c(O)c1
i	-0.01	i	COCCSc1nnc(NS(=O)(=O)c2ccc(F)cc2)s1
i	2.19	i	CN(C)S(=O)(=O)c1cccc(C(=O)C2=C3SC=C(c4ccccc4)N3CC2)c1
i	-0.06	i	CC(C)(C)c1ccc(/C=C2/SC(N3CCCC3)=NC2=O)cc1
i	-2.36	i	Cc1cccc(C)c1OCC(=O)N(Cc1cccs1)C1CCS(=O)(=O)C1 (stereo not given)
i	-0.22	i	COc1ccc(/C=N\N2CCN(Cc3ccccc3Cl)CC2)cc1
i	-0.64	i	CC(C)(O)C#Cc1ccccc1C(=O)NC(CC(N)=O)C(=O)O (stereo not given)
i	-0.33	i	COc1cccc(C(=O)N2CCN(c3ccccn3)CC2)c1
i	2.44	i	CC(C)c1ccc(Nc2ccc(C(=O)O)cc2[N+](=O)[O-])cc1
i	-1.09	i	O=c1c2c(nc3nc(SCc4ccccc4)[nH]n13)CCC2
i	-2.11	i	O=C(Nc1cc([N+](=O)[O-])ccc1Cl)c1cccnc1
i	-0.02	i	Cc1ccc(-c2cc(C(=O)NCc3ccccn3)c3ccccc3n2)cc1
i	-0.55	i	Brc1ccccc1-c1nnc(COc2ncnc3c2cnn3-c2ccccc2)o1
i	-0.31	i	Cc1cnc(NC(=O)C2CC(=O)N(c3cccc(Cl)c3)C2)s1 (stereo not given)
i	1.89	i	Cc1csc(SCC(=O)Nc2c(C)n(C)n(-c3ccccc3)c2=O)n1
i	0.39	i	C=CCNc1oc(COc2ccc(C)cc2)nc1C#N
i	-0.35	i	CS(=O)(=O)N(CC(=O)Nc1cccc([N+](=O)[O-])c1)c1ccccc1F
i	0.81	i	CC(=O)c1ccc(NC(=O)CN2C(=O)CCC2=O)cc1

Retrieved by structure from above, six records:
CHT inh	Kir21 block	KCNQ2 block	mol
i	0.23	i	COc1ccc(C(=O)NCC2OCCc3ccccc32)c(O)c1 (stereo not given)
i	0.5	i	Cc1cc(NS(=O)(=O)c2ccc(NC(=O)C(C)N3C(=O)c4ccccc4C3=O)cc2)nc(C)n1 (stereo not given)
i	0.57	i	CC1CCCCC1NC(=O)c1cccc(NC2=NC3CS(=O)(=O)CC3S2)c1 (stereo not given)
i	-0.37	i	COc1cc(/C=N/NC(=O)CCc2n[nH]c(=O)[nH]c2=O)cc(OC)c1OC
i	-0.7	i	O=C(CSc1nnnn1-c1ccc(F)cc1)c1ccc(O)c(O)c1
i	1.89	i	Cc1csc(SCC(=O)Nc2c(C)n(C)n(-c3ccccc3)c2=O)n1

Other results follow.
CHT inh	Kir21 block	KCNQ2 block	mol
i	0.91	i	CCOc1ccc(N=C2NC(=O)C(CC(=O)Nc3ccc(OC)cc3)S2)cc1 (stereo not given)
i	3.55	i	CC(C)C(NS(=O)(=O)c1ccc(Br)s1)C(=O)O (stereo not given)
i	0.82	i	O=C(Nc1cccc(F)c1)c1cccnc1
i	1.31	i	Cc1ccc2nc(N3CCOCC3)c(C=O)c(=O)n2c1
i	0.42	i	O=C(c1ccc(N2CCCCC2)c([N+](=O)[O-])c1)N1CCN(c2ccccn2)CC1
i	-1.59	i	COCC1CCN(C(=O)c2cc(COc3ccc4ncccc4c3)on2)CC1
i	-0.64	i	CC(C)NC(=O)Cn1nnc(-c2ccc(Cl)cc2)n1
i	3.22	i	O=C(CSc1nc(O)c(Cc2ccccc2)c(=O)[nH]1)Nc1nnc(SCc2ccccc2)s1
i	-0.54	i	COc1cc(/C=C2\N=C(C)OC2=O)cc(OC)c1OC
i	0.09	i	CC(C)CC(=O)NC(=S)Nc1cccc(NC(=O)c2ccccc2Cl)c1
i	-1.75	i	C=CCNc1nc(S(=O)Cc2ccc(C)cc2)nc2c1CCCC2 (stereo not given)
i	0.17	i	COc1ccc(NC(=S)NC(NC(=O)c2cccc3ccccc23)C(Cl)(Cl)Cl)c([N+](=O)[O-])c1 (stereo not given)
i	1.16	i	COCCN(C(=O)CSc1n[nH]c(-c2ccccc2)n1)c1c(N)n(CC(C)C)c(=O)[nH]c1=O
i	-0.93	i	Cc1ccc(C(=O)NC(=C(Cl)Cl)S(=O)(=O)c2ccc(C)cc2)cc1
i	0.07	i	Cc1nc(NC(=O)c2cc3c(s2)CCCCC3)sc1C(=O)N(C)C
i	1.39	i	CCN(CCCNC(=O)CCC(=O)N1CCOc2ccccc21)Cc1ccccc1
i	-0.79	i	CCOc1ccc2nc(SCC(=O)N3c4ccccc4Sc4ccccc43)sc2c1
i	1.78	i	COc1c(Cl)cc(Cl)cc1C(=O)Nc1ccc(NC(=O)c2cccs2)cc1
i	-1.29	i	C=CCC1(O)C(=O)N2C(=C1C(=O)OCC)c1ccc3ccccc3c1CC2(C)C (stereo not given)
i	1.88	i	CSCCC(NC(=O)C1CCCC1)c1nnc2ccccn12 (stereo not given)
i	0.06	i	O=C1NCC(COc2ccc(Cl)cc2)O1 (stereo not given)
i	-0.61	i	CCOCCCNC(=O)CN1CCN(c2ccc(F)cc2)CC1
i	1.35	i	CCOC(=O)N1CCN(Cc2nc(-c3ccc(C)cc3)no2)CC1
i	0.26	i	COc1ccc(CCNC(=O)CCN2C(=O)c3ccccc3C2=O)cc1OC
i	-0.3	i	Cc1cc(C)cc(C(=O)Nc2cccc(NC(=O)c3ccco3)c2)c1
i	0.09	i	O=C(c1ccc(C(F)(F)F)cc1)C1CCCN(C(=O)CN2C(=O)CSC2=O)C1 (stereo not given)
i	0	i	Cc1nn(-c2ccccc2)c(C)c1/C=N/NC(=O)CSc1nc2ccccc2c(=O)n1-c1ccc(Br)cc1
i	-7.91*	-6.79*!	CSc1ccc2c(c1)C(N1CCN(C)CC1)Cc1ccccc1S2 (stereo not given)
i	-1.71	i	O=C(CO/N=C/c1ccc(OC(F)F)cc1)N1CCc2ccccc21
i	0.35	i	CC(=O)N1CCc2ccc(NC(=O)c3c(-c4c(Cl)cccc4Cl)noc3C)cc21
i	0.12	i	O=C(CCc1nnc2ccc(N3CCCCC3)nn12)NCC1CCN(Cc2ccc(F)cc2)CC1
i	-0.76	i	O=C(CN1CCN(c2ccccc2F)CC1)N1N=CCC1c1ccccc1 (stereo not given)

An excerpt of these results, with values under each structure:
Results follow in this order: CHT inh | Kir21 block | KCNQ2 block
CSc1ccc2c(c1)C(N1CCN(C)CC1)Cc1ccccc1S2 (stereo not given)
 : i | -7.91* | -6.79*!
CC(=O)N1CCc2ccc(NC(=O)c3c(-c4c(Cl)cccc4Cl)noc3C)cc21
 : i | 0.35 | i
O=C(CO/N=C/c1ccc(OC(F)F)cc1)N1CCc2ccccc21
 : i | -1.71 | i

Next results:
CHT inh	Kir21 block	KCNQ2 block	mol
i	-0.84	i	CCN(CC)CCNC1=CC(=O)OC12CCCCC2
i	-2.17	-6.23*	CSCCC(NS(=O)(=O)c1ccccc1F)C(=O)OCc1ccccc1Cl (stereo not given)
i	1.4	i	Cc1ccc(NC(=O)CN(C)C(=O)CCC(=O)N2CCOCC2)cc1
i	0.36	i	Cc1ccc(S(=O)(=O)N(CC(=O)NCc2ccncc2)Cc2ccc(F)cc2)cc1
i	1.02	i	O=C(CN1C(=O)NC2(CCCCCC2)C1=O)NC1CCCCCCC1
i	-0.6	i	CCOC(=O)Cn1c(-c2ccccc2)ccc(C#N)c1=O
i	1.83	i	COc1cccc(CNC(=O)C2CCC(CNS(=O)(=O)c3cccc4cccnc34)CC2)c1 (stereo not given)
i	-0.13	i	Cc1ccc(C2(C)NC(=O)N(CC(=O)Nc3c(C)n(C)n(-c4ccccc4)c3=O)C2=O)cc1 (stereo not given)
i	-2.38	i	CCN1CCN(C(C(=O)NC2CCCCC2)c2ccc(Cl)cc2)CC1 (stereo not given)
i	-0.44	i	CN(C)CCCN(C(=O)c1ccc(S(=O)(=O)N2CCc3ccccc32)cc1)c1nc2ccc(F)cc2s1
i	1.12	i	Cc1ncc2c(c1OC(=O)c1ccccc1)COC(C)(C)OC2
i	0.68	i	O=C(O)c1ccccc1-n1c(-c2ccccc2)cc2c1CCCC2=O
i	0.51	i	CSc1cccc(NC(=O)CCc2ccccc2)c1
i	-1.02	i	Cc1ccc(OCc2nnc(SCC(=O)c3cccs3)n2-c2ccccc2)cc1C
i	0.29	i	CCOc1ccc(NC(=S)N2c3ccccc3CC2C)cc1 (stereo not given)
i	0.97	i	O=[N+]([O-])c1c(NCCO)cc(N2CCC3(CC2)OCCO3)c2nonc12
i	-0.5	i	CCC1C(=O)Nc2nc(-c3ccccc3)c(-c3ccccc3)n2N=C1C (stereo not given)
i	-1.07	i	COc1ccc(S(=O)(=O)Nc2ccc(NC(C)=O)cc2)cc1OC
i	-1.06	i	CC1Cc2ccccc2N1CC(=O)NCc1ccc2c(c1)OCO2 (stereo not given)
i	1.18	i	Cn1c(=O)c(C(=O)NCc2ccccc2)c(O)c2ccccc21
i	-1.14	i	CCOCc1nnc(NC(=O)C2CCN(C(=O)c3ccco3)CC2)s1
i	-1.25	i	NC(=O)CC(NC(=O)c1cccc(Br)c1)c1ccc(N2CCN(c3ccccn3)CC2)c([N+](=O)[O-])c1 (stereo not given)
